# Screening results from PubChem BioAssay.
# Shn3 inh set2 = Schnurri-3 reporter inhibition in Clone20 osteoblasts. 0.52% of 360,000 active. inhibition, % at 12.5 µM. Clone20 osteoblast Shn3 3'UTR firefly luciferase, 24 h. AID 588674;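 active = mean inhibition of at least 75% with every replicate also reaching 75%; inconclusive = mean inhibition at least 75% but some replicate below; inactive = mean inhibition below 75%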;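 also: 0% = median of neutral control wells and 100% = pilot-screen positive control compound; some compounds past the cut are filed as inactive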
# Vif imaging = HIV Vif inhibition; inhibition, % at 7.49 µM; HEK293T cells, Vif self-association by quenched fluorescence, imaging, 24 h; 0.35% of 340,000 active; in the data active = inhibition above about 50%, passing the limit was not always enough; inconclusive = no clear call, values can overlap the other calls; inactive = below about 31%; also: some results filed as inactive read as strong as hits
# CF NFkB inh = blocks PAF-induced NF-kB reporter in cystic fibrosis cells; inhibition, % at 5 µM; KKLEB NF-kB-GFP reporter, GFP fluorescence overnight; 0.86% of 360,000 active;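 active = at least 50% inhibition at 5 µM, scaled per plate between neutral and stimulator controls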;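 also: PAF is a Pseudomonas aeruginosa culture filtrate used as stimulus; plate controls were PAF-stimulated DMSO wells for no effect and unstimulated DMSO wells for full effect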
# Peg3 promoter = inhibitors of Peg3 promoter; HeLa PEG-Prom luciferase reporter, luminescence, overnight; inhibition, % at 20 µM; 1.7% of 360,000 active; AID 588405;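 active = inhibition of at least 50% at 20 µM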
# MITF TRPM1 inh = MITF TRPM1 promoter inhibition in SK-MEL-5 cells; SK-MEL-5 TRPM1 promoter luciferase, 24 h; inhibition, % at 12.5 µM; 0.83% of 330,000 active;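 active = mean inhibition across replicates of 60% or more, whatever share of single replicates reaches that level; inconclusive = some that reach 60%, reason not given; inactive = mean inhibition across replicates below 60%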; also: values of inactives mirror those of a sister screen read the other way
# CaV13 FRET inh = Disruptors of the CACNA1D IQ motif to Ca2+-dependent inactivation inhibitor domain association, primary screening, Förster resonance energy transfer in intact living … | HEK cells, CFP/YFP FRET ICDI-IQ, plate reader, 10 min; percent FRET-ratio fall versus neutral wells | inhibition, % at 12.3 µM | 0.098% of 340,000 active;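 active = mean replicate inhibition of at least 30% and at least 1% of replicates passing that level; inconclusive = only one of the two criteria is met; inactive = neither criterion is met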;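 also: 0% = median of the neutral control wells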
# PDI turbidity = blocks human protein disulfide isomerase activity; PDI insulin aggregation turbidity, A650, 90 min; inhibition, % at 10 µM; 0.052% of 350,000 active; AID 588391; P07237;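 active = mean inhibition across replicates of 30% or more, whatever share of single replicates reach that level; inconclusive = mean inhibition below 30% while every single replicate reaches 30%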;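 also: absorbance from insulin aggregation driven by PDI reduction with DTT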
# Target sequence (P07237 whole entry, looked up): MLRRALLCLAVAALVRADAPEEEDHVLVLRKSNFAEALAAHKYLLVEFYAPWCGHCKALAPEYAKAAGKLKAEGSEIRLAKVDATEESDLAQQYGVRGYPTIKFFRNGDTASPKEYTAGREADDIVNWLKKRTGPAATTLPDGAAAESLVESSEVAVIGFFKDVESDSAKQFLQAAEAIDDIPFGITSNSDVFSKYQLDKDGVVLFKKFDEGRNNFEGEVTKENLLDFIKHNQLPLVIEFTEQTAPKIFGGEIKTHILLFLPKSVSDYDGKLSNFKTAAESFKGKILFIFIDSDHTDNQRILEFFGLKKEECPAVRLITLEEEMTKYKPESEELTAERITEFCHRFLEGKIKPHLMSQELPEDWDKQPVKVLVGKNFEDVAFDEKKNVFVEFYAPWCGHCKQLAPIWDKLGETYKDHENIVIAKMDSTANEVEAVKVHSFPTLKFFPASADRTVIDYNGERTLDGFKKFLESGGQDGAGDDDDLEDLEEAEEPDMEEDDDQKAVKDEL
# NR2E3 ag-1 = agonists of human nuclear receptor NR2E3. Q9Y5X4. GST-NR2E3/biotin-RetCOR TR-FRET, 1536-well. inhibition of corepressor binding, % at 4.78 µM. 0.12% of 320,000 active. AID 2300;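 active = percent inhibition above the cutoff of mean plus 3 SD of all tested compounds, set per screening campaign, cut at about 20% in these data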;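 also: 0% = DMSO wells and 100% = biotin wells as full block of FRET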
# Target sequence (Q9Y5X4 whole entry, looked up): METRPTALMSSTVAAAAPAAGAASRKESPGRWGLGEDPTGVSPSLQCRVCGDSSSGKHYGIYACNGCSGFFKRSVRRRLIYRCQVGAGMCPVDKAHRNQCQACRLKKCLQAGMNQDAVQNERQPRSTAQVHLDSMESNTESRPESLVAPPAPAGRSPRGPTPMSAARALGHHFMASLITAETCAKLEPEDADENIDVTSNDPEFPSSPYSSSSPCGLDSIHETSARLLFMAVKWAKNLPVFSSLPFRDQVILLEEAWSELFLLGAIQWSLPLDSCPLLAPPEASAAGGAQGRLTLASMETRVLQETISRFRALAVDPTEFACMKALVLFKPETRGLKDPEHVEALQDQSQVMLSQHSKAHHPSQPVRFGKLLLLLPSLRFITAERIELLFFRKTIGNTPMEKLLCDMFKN
#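 Format: 1536-well format; test system: GST-NR2E3 and biotin-RetCOR proteins; read-out basis: percent inhibition of TR-FRET ratio; timing: 5 h incubation at 4 °C; detection: time-resolved FRET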
# HIF-2a inh = inhibitors of HIF-2a | AID 624352 | 786-0 RCC cells HIF-2a reporter, luciferase luminescence, overnight | 0.72% of 360,000 active | inhibition, % at 18.8 µM;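 active = inhibition of the luminescence signal of 40% or more relative to plate controls, in a single-dose primary screen at 18.75 µM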
# KKLEB tox = reduces viability of KKLEB cystic fibrosis airway cells | KKLEB CF airway cells viability, ATPlite luminescence, overnight; stronger effect = lower value; cells stimulated with P. aeruginosa culture filtrate | 0.36% of 360,000 active | activity change (cytotoxicity), % at 5 µM;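 active = corrected activity change at or below -50% at 5 µM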
# NR2E3 ag-2 = agonists of human NR2E3 nuclear receptor; CHO-S Gal4-NCOR/VP16-NR2E3 two-hybrid, luciferase; inhibition of corepressor binding, % at 3.98 µM; 0.35% of 360,000 active; AID 602229; Q9Y5X4;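 active = inhibition above the mean of all tested compounds plus 3 SD, cut at about 70% in these data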;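 also: 0% = DMSO with NR2E3 transfected cells and 100% = cells lacking NR2E3 construct; higher means lower luciferase signal from less NR2E3 corepressor binding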
# Numbers without * were called inactive; ? = inconclusive; · = no result given.
SMILES,Shn3 inh set2,Vif imaging,CF NFkB inh,Peg3 promoter,MITF TRPM1 inh,CaV13 FRET inh,PDI turbidity,NR2E3 ag-1,HIF-2a inh,KKLEB tox,NR2E3 ag-2
COC(=O)c1sc(-c2ccccc2)cc1NC(=O)c1ccccc1,10,10,9,8,-7,10,-5,1,4,-15,-25
COc1ccc(OCC(=O)N2CCN(C(=O)Cc3ccccc3)CC2)cc1,12,9,2,0,3,-3,-11,4,8,3,6
CCOc1ccccc1NC(=O)CN1CCC(NC(=O)c2ccccc2)CC1,6,0,5,17,-5,-5,7,4,7,-2,18
O=C1c2ccccc2S(=O)(=O)N1CCOc1ccccc1,-41,-15,-4,-70,-28,-9,4,-1,-117,-10,-19
Cc1cc(C(=O)CSc2ccc3c(c2)OCCO3)c(C)n1C1CC1,-63,2,16,-269,-24,-2,3,1,-182,-8,-117
CC1CCN(S(=O)(=O)c2cccc(C(=O)NCc3cccs3)c2)CC1,16,-3,8,6,12,·,-4,2,8,3,-3
CCOc1ccc(/C=N/NC(=O)c2ccccc2Cl)cc1CN1CC2CC(C1)c1cccc(=O)n1C2 (configuration not stated),3,9,24,5,5,·,·,-2,-20,-10,-15
O=C(O)c1ccccc1SCc1cn2cc(Br)ccc2n1,-23,-5,-7,-41,10,-7,0,12,-34,18,-36
CCN(CC)c1ncnc2c1ncn2[C@H]1CN(Cc2ccc3c(c2)OCO3)C[C@@H](CO)O1,7,3,30,-2,·,-9,15,·,1,-11,-11
CC(=O)Nc1ccc(NC(=O)C2CCCN(C(=O)c3ccc(Cl)cc3)C2)cc1 (configuration not stated),10,4,2,28,-15,-1,4,1,13,0,-2
Cc1cc(C)cc(NC(=O)N2CCC(NC(=O)c3ccc(F)cc3)CC2)c1,-15,-2,9,17,3,-4,-1,-2,20,-10,9
C=CCOC(=O)C1=C[C@H](c2ccc(Br)cc2)[C@@H](CCCO)[C@H](OCC)O1,2,-5,-4,10,-9,-11,2,2,17,-1,-22
C/C(=N\N=C1\NC(=O)C(CC(=O)Nc2ccc(C)c(Cl)c2)S1)C(C)(C)C (configuration not stated),9,-1,1,31,-3,-4,-1,-2,11,-4,-10
CCc1nc2c(OCCOc3ccccc3)cccn2c1N(C=O)Cc1ccc(OC)cc1,-9,-2,6,6,·,-6,3,·,0,-13,11
CC(C)NC(=S)N/N=C/c1cccnc1,-2,7,-8,8,14,-5,-1,2,12,8,8
N#Cc1ccccc1S(=O)c1ccccc1C(=O)Nc1ccccc1 (configuration not stated),-13,2,8,22,0,-11,-6,-1,22,0,15
O=C(Nc1csc([N+](=O)[O-])c1)Nc1ccccc1Cl,12,-14,-8,-93,-15,-6,-4,-4,-252,-1,-38
S=c1[nH]nc(-c2ccc(Cl)cc2)n1/N=C/c1ccco1,12,-2,-13,21,11,-20,-19,-2,14,7,-6
COCCOC1CCN(C(=O)C2CCC(=O)N(CCc3ccccc3)C2)CC1 (configuration not stated),-5,5,12,-16,-12,-2,4,0,-3,11,-3
COc1cc(C(=O)NCC(=O)NC(C)CCc2ccccc2)cc(OC)c1OC (configuration not stated),-7,-5,-24,11,8,-2,3,1,19,9,-12
COc1ccc(OCCOC(=O)c2[nH]c(C)c(C(C)=O)c2C)cc1,44,4,2,-35,6,-6,-4,9,-48,-8,19
Cc1ccc(C(=O)/C=C/c2ccccc2[N+](=O)[O-])cc1,-52,-20,-27,28,-40,-10,2,3,-198,-6,-184
CC(CCc1ccccc1)NC(=O)c1ccc(NC(=O)c2ccccc2)cc1 (configuration not stated),58,24,0,39,14,-5,-12,0,15,4,-8
O=C(Nc1ccc(-c2nc3ccccc3[nH]2)cc1)c1ccc2c(c1)OCO2,37,-8,39,64*,39,-8,6,-16,-3,-34,-60
CC(C)n1c(N2CCN(C(=O)c3cccs3)CC2)nc2ccccc21,-4,2,1,8,10,-4,1,2,25,5,10

# An excerpt from above in order of length of the SMILES, ascending.
SMILES,Shn3 inh set2,Vif imaging,CF NFkB inh,Peg3 promoter,MITF TRPM1 inh,CaV13 FRET inh,PDI turbidity,NR2E3 ag-1,HIF-2a inh,KKLEB tox,NR2E3 ag-2
O=C1c2ccccc2S(=O)(=O)N1CCOc1ccccc1,-41,-15,-4,-70,-28,-9,4,-1,-117,-10,-19
COC(=O)c1sc(-c2ccccc2)cc1NC(=O)c1ccccc1,10,10,9,8,-7,10,-5,1,4,-15,-25
Cc1cc(C)cc(NC(=O)N2CCC(NC(=O)c3ccc(F)cc3)CC2)c1,-15,-2,9,17,3,-4,-1,-2,20,-10,9
O=C(Nc1ccc(-c2nc3ccccc3[nH]2)cc1)c1ccc2c(c1)OCO2,37,-8,39,64*,39,-8,6,-16,-3,-34,-60

# The main list resumes, repeating the 4 entries before the break.
SMILES,Shn3 inh set2,Vif imaging,CF NFkB inh,Peg3 promoter,MITF TRPM1 inh,CaV13 FRET inh,PDI turbidity,NR2E3 ag-1,HIF-2a inh,KKLEB tox,NR2E3 ag-2
Cc1ccc(C(=O)/C=C/c2ccccc2[N+](=O)[O-])cc1,-52,-20,-27,28,-40,-10,2,3,-198,-6,-184
CC(CCc1ccccc1)NC(=O)c1ccc(NC(=O)c2ccccc2)cc1 (configuration not stated),58,24,0,39,14,-5,-12,0,15,4,-8
O=C(Nc1ccc(-c2nc3ccccc3[nH]2)cc1)c1ccc2c(c1)OCO2,37,-8,39,64*,39,-8,6,-16,-3,-34,-60
CC(C)n1c(N2CCN(C(=O)c3cccs3)CC2)nc2ccccc21,-4,2,1,8,10,-4,1,2,25,5,10
O=C(CNc1n[nH]c(=O)[nH]c1=O)N/N=C/C1CC=CCC1 (configuration not stated),4,5,-1,0,-3,-11,-3,0,7,0,-12
CCOc1ccc(C(=O)Nc2c3c(nn2-c2cccc(C)c2C)CS(=O)C3)cc1 (configuration not stated),-17,3,0,-1,14,-6,-4,3,11,2,3
COc1ccc(OCc2cc(-c3ccc(Cl)cc3)no2)cc1,13,11,-4,-32,5,-5,-7,1,-51,1,-37
CC1(C(=O)NS(=O)(=O)c2cccc(Cl)c2)CCN1C(=O)C/C=C/c1ccccc1 (configuration not stated),-31,?,-6,0,·,-4,0,·,2,11,9
O=C(Nc1ccc(CN2CCOCC2)cc1)c1ccc(-c2cccc([N+](=O)[O-])c2)o1,-18,-9,-45,35,-12,-7,-5,0,-34,7,7
CC(=O)NC(CCS(C)(=O)=O)C(=O)Nc1cc(C)on1 (configuration not stated),-4,12,16,-1,·,-5,·,2,4,0,8
COc1ccc(C(=O)NC(C)c2csc(C)n2)cc1OC1CCN(C(C)=O)CC1 (configuration not stated),0,9,17,8,1,-7,5,3,4,-22,4
CCN(CC)CCCNC(=O)CSc1c2c(nc3cc(Cl)ccc13)CCCC2,5,14,21,96*,16,-16,-12,4,15,-6,-3
O=C(COC(=O)c1cc(S(=O)(=O)N2CCCC2)ccc1O)NCc1ccccc1,10,-1,14,11,-10,-6,2,·,6,8,14
Cc1cc(C)c(C)c(OCCCN(C)C)c1,-4,1,9,-5,-9,-16,-6,1,11,-29,-35
Cc1cc(NC(=O)CCCN2C(=O)c3cccc4cccc(c34)C2=O)no1,0,3,-13,-13,-7,1,3,-7,-1,17,16
CC(C)N1C(=O)C(Cc2nc3ccccc3c(=O)n2-c2ccccc2)c2ccccc21 (configuration not stated),8,?,-16,16,-1,-9,12,1,18,4,2
O=C(N/N=C/CCc1ccccc1)C1CCCCC1,-34,-4,22,6,5,-2,-16,-3,15,-9,-21
COC(=O)CC1C(=O)NCCN1C(=S)Nc1cccc(C(F)(F)F)c1 (configuration not stated),24,22,-8,8,1,1,0,-1,11,7,-23
FC(F)(F)c1ccc(N2CCN(c3ncnc4c3nnn4Cc3ccccc3)CC2)nc1,44,-3,10,8,3,·,-1,-1,-1,9,-13
O=C(NCC1CCCO1)C(=O)N/N=C/c1ccccc1C(=O)O (configuration not stated),20,-1,6,-11,2,-2,-3,-3,7,-13,8
COc1ccccc1C1=CC(=O)CC(C)(C)C1=O,-11,-3,-16,2,3,-6,-4,2,15,10,4
CCOC(=O)c1c(C)[nH]c(C(=O)N2CCc3cc(OC)c(OC)cc3C2)c1C,30,-28,1,10,3,-3,5,-5,15,3,15
C=C1[C@@H](OC(C)=O)CC[C@]2(C)[C@@H]1C[C@@H]1C[C@H](OC(C)=O)C(C)=C([C@@H](OC(C)=O)[C@@H]2OC(C)=O)C1(C)C,-6,-2,-4,10,8,-5,-1,0,16,-5,-29
CN(C)S(=O)(=O)c1cccc(C(=O)NCC(C)(C)CNC(=O)c2cccc(S(=O)(=O)N(C)C)c2)c1,-31,13,-20,2,15,-4,12,4,18,-7,-3
O=C(Cc1ccccc1)Nc1ncnc2c1C(c1ccccc1)c1c(ccc3ccccc13)O2 (configuration not stated),25,-1,18,53*,16,-5,-2,·,21,-13,2
COC(=O)C1=C(C)N(C)C(=O)NC1c1ccccc1 (configuration not stated),1,-1,13,17,-1,·,-6,-1,24,-3,-11
CCN(CCn1cccn1)Cc1cn[nH]c1-c1ccc(OC)cc1F,-2,0,4,13,9,-3,-1,-3,14,-3,14
CCn1c(CNC(=O)COc2c(C)cccc2C)nnc1SCC(=O)Nc1nccs1,9,·,-2,13,9,·,-2,2,12,15,-15
Cc1ccc(S(=O)(=O)NC(=O)NCc2ccc(F)cc2)cc1,9,-6,-6,-5,-4,-7,2,7,17,9,6

# By substructure, the entries above with a furan ring, fused or not
SMILES,Shn3 inh set2,Vif imaging,CF NFkB inh,Peg3 promoter,MITF TRPM1 inh,CaV13 FRET inh,PDI turbidity,NR2E3 ag-1,HIF-2a inh,KKLEB tox,NR2E3 ag-2
S=c1[nH]nc(-c2ccc(Cl)cc2)n1/N=C/c1ccco1,12,-2,-13,21,11,-20,-19,-2,14,7,-6
O=C(Nc1ccc(CN2CCOCC2)cc1)c1ccc(-c2cccc([N+](=O)[O-])c2)o1,-18,-9,-45,35,-12,-7,-5,0,-34,7,7

# Sorted by value in NR2E3 ag-2 (rising): some entries from above.
SMILES	NR2E3 ag-2
CN(C)S(=O)(=O)c1cccc(C(=O)NCC(C)(C)CNC(=O)c2cccc(S(=O)(=O)N(C)C)c2)c1	-3
COc1ccc(C(=O)NC(C)c2csc(C)n2)cc1OC1CCN(C(C)=O)CC1 (configuration not stated)	4
CCOC(=O)c1c(C)[nH]c(C(=O)N2CCc3cc(OC)c(OC)cc3C2)c1C	15
